MT stabilize HCS: microtubule stabilizers in HeLa cells, primary screen, imaging, high-content imaging. HeLa tubulin immunostaining HCS, 24 h; share of cells brighter than vehicle mean+2SD. % tubulin-high responders, % at 10 µM. 200,000 tested, 0.83% active;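 active means plate Z-score above 3 for both tubulin-high and condensed-nucleus cell shares, with cell loss under 80%, at 10 µM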;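 further: anti alpha tubulin signal scored within the nucleus-defined area of each cell; some results filed as inactive read as strong as hits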
WT yeast gro inh: growth inhibition of WT strain, primary screen, mitochondrial fusion inhibitor project, WT and mutant strains, chemical genetic; mitochondrial fusion phenotypic screen; inhibition, % at 10 µM; 190,000 tested, 2.1% active; in the data active means inhibition above about 58%; tested in S. cerevisiae
T cell HTS: modulators of CD8 T cell-vesicle binding, primary screen, mouse 2C CD8+ T cells, flow cytometry; 2C CD8+ T cell-vesicle binding; stronger effect = lower value; calls only at 7 µM; 330,000 tested, 0.068% active; AID 2052, 2009;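 active means response, share of CD8 T cells binding vesicles, and their 90th percentile fluorescence all below set limits, cut at about 80% in these data, passing the limit was not always enough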
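Assay system: 2C TCR transgenic mouse naive CD8+ T cells, MACS-purified | Read-out: CD8+ gate FL2 mean fluorescence as % of same-row positive control | Signal: High-throughput flow cytometry with anti-B7-1 and anti-CD8 staining | Timing: Binding step 1.5 h, 37 °C, antibody labelling 20 min, ice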
Yfh1-depleted yeast: enhancers of respiration in Yfh1-depleted yeast, dose response, Friedreich's ataxia, plus single-dose screen (AID 1465); 220,000 tested, 0.074% active; fold induction at 50 µM, or EC50 in µM where a hit was titrated; S. cerevisiae Yfh1-off respiration, WST-1 reduction, 72 h; higher fold induction means a stronger effect;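 active means fold induction of absorbance versus untreated yeast above a set limit, then at least 30% activation at any dose in follow-up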;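 further: activators that raise dye reduction in frataxin-depleted yeast; strong numbers were not always called active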
Autophagy HCS: autophagy modulators in MEF cells, primary screen, imaging, high-content, MEF GFP-LC3. MEF GFP-LC3 puncta imaging; test concentration mostly 10 µM. calls only at 10 µM (by protocol). 190,000 tested, 0.98% active;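 active means percentage of spot-positive cells more than 3 SD above its plate mean, without a fluorescence outlier flag or 80% toxicity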;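 further: spot-positive cell cutoff set from DMSO-treated cells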
M17LAP inhibition: P. falciparum M17LAP inhibitors, primary screen, biochemical, fluorogenic H-Leu-NHMec substrate, 1536-well (AID 1619); Leucine aminopeptidase (Plasmodium falciparum (isolate 3D7)); recombinant M17LAP, H-Leu-NHMec fluorogenic kinetic assay; higher % means a stronger effect; one-dose inhibition, % at 30 µM; IC50 in µM for titrated hits; 220,000 tested, 0.38% active;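 active means compound inhibiting the enzyme by more than half at any dose during confirmatory dose-response retesting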;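 further: plate controls were full reaction with DMSO carrier for no effect and no enzyme background for full effect; strong numbers were not always called active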
b-catenin transl: modulators of beta-catenin nuclear translocation, primary screen, imaging, HeLa cells, immunofluorescence, high-content | nuclear translocation activity, % at 5 µM | 190,000 tested, 0.3% active | AID 1665, 2009;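 active means nuclear translocation activity above 50% at 5 µM, with a well cell count of 50 or more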;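 further: per-cell ratio of nuclear to cytoplasmic median beta-catenin stain intensity; plate controls were DMSO negative control for no effect and GSK-3 inhibitor IX positive control for full effect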
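test system = HeLa cells, endogenous beta-catenin | dosing = single 5 µM dose plus 0.02–20 µM confirmation series | times = compound treatment 24 h, 37°C, 5% CO2 | technique = beta-catenin immunofluorescence imaging with DAPI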
P. falciparum M1AAP: P. falciparum M1AAP inhibitors, biochemical, fluorogenic H-Leu-NHMec substrate, 1536-well (AID 1445) | recombinant M1AAP, H-Leu-NHMec fluorogenic kinetic assay; higher % means a stronger effect | inhibition, % at 30 µM; hits with a dose series show IC50 in µM | 220,000 tested, 0.42% active;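 active means primary inhibition above the hit cutoff, then over 50% inhibition at one or more dose response concentrations, cut at about 23% in these data, passing the limit was not always enough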;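 further: plate controls were DMSO full reaction for no effect and no enzyme background for full effect; strong numbers were not always called active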
Dynein transport: inhibitors of GR-EGFP nuclear translocation, primary screen, dynein cargo transport inhibitor project, imaging, high-content, 3617.4 mouse cells | test concentration mostly 20 µM; stimulated with dexamethasone, 1 µM; stronger effect = lower value | z-score, hits read low | 220,000 tested, 0.47% active;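 active means plate z-score of nuclear minus cytoplasmic receptor signal below a set negative limit, without overly bright fluorescence or cell loss, cut at about -3.5 in these data, passing the limit was not always enough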;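 further: z-score of nuclear minus cytoplasmic ring GR-EGFP intensity difference per well; some compounds called inactive have numbers as strong as hits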
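Buffer or medium: tet-free, stripped-serum medium; reagent: dexamethasone at 1.0 µM final, 30 min; incubation: 48 h induction, 1 h compound, 30 min dex at 37 °C; measured by: formaldehyde fixation, Hoechst nuclear stain, 10x automated fluorescence imaging; read-out: nuclear-to-cytoplasmic GR-EGFP distribution per well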
WT yeast gro inh mutant strain: further read-out of WT yeast gro inh, marked with its call; inhibition, %; mitochondrial fusion phenotypic screen, mutant strain inhibition
Dynein transport cytoplasmic EGFP: further read-out of Dynein transport, marked with its call; z-score; measured here: cytoplasmic GR-EGFP intensity; stronger effect = higher value
Dynein transport nuclear GR-EGFP: further read-out of Dynein transport, marked with its call; z-score; measured here: nuclear GR-EGFP intensity;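 lower value marks the stronger effect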
Dynein transport cell count: also measured in Dynein transport; calls as there; z-score; measured here: cell count per field
b-catenin transl cell count 5 µM: recorded beside b-catenin transl, whose call it bears; cell count; measured here: cell count, cytotoxicity flag
T cell HTS vesicle-bound %: second read-out of T cell HTS, no call of its own (marks repeat the call); double positive events, %; measured here: CD8+ vesicle-bound cell fraction;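 binding gate set so that unloaded-vesicle control wells show 10% double positive cells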
MT stabilize HCS Hoechst-high %: recorded beside MT stabilize HCS, whose call it bears; % Hoechst-high responders; measured here: nuclear condensation Hoechst responders;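 share of cells brighter than vehicle mean plus two SD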
MT stabilize HCS cytotoxicity %: recorded beside MT stabilize HCS, whose call it bears; toxicity, %; measured here: cytotoxicity by cell density;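 0% = mean cell density of plate MIN control wells and 100% = no cells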
Autophagy HCS cell loss 18 h: also measured in Autophagy HCS; calls as there; toxicity, %; measured here: cell loss, nuclei count;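 cell loss after 18 h compound exposure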
The depositor's hits bear a star; i = inactive; . = no result given.

SMILES	MT stabilize HCS	MT stabilize HCS Hoechst-high %	MT stabilize HCS cytotoxicity %	WT yeast gro inh	WT yeast gro inh mutant strain	T cell HTS	T cell HTS vesicle-bound %	Yfh1-depleted yeast	Autophagy HCS	Autophagy HCS cell loss 18 h	M17LAP inhibition	b-catenin transl	b-catenin transl cell count 5 µM	P. falciparum M1AAP	Dynein transport	Dynein transport cytoplasmic EGFP	Dynein transport nuclear GR-EGFP	Dynein transport cell count
COc1ccc(C2C(CC(=O)O)=C(Nc3ccccc3)C(=O)N2c2ccccc2)cc1 (stereo unspecified)	5.8	1.8	2.3	5	6	i	55	i	i	16	3%	-0.5	1067	-2%	-1.3	-0.05	-0.55	-0.12
COc1ccc(C(NC(=O)C(C)C)c2c(O)ccc3ccccc23)cc1 (stereo unspecified)	13*	49*	25*	-22	-31	i	38	i	i	63	-5%	-0.4	1551	14%	-1.1	-0.22	-0.76	0.17
O=C(CCn1nnc2ccccc21)Nc1nnc(COc2ccccc2F)s1	3.8	2.7	4.6	.	.	i	18	i	i	-42	4%	2.0	1106	2%	0.24	-0.24	-0.072	0.044
O=C(OCc1nc2ccccc2s1)c1cnccn1	1.7	2.4	13	-18	0	i	44	i	i	24	3%	-5.8	912	-2%	-0.25	-0.2	0.038	-0.017
CN(C)C(CNC(=O)CNC(=O)c1ccc(Br)cc1)c1ccccc1 (stereo unspecified)	1.4	2.2	5.2	-1	2	i	21	i	i	2	-4%	-0.1	1117	-1%	-0.93	-0.24	0.23	-0.79
Cc1[nH]n(C(N)=S)c(=O)c1N=Nc1ccc(S(=O)(=O)N2CCCC2)cc1	3.2	2.5	7.8	11	10	i	43	.	i	7	34%	3.4	509	11%	-0.35	-0.21	0.22	-0.8
CCOC(=O)N1CCN(CC(=O)N2CCC(C(N)=O)CC2)CC1	2.0	1.8	5.8	-14	-12	i	9	i	i	-4	9%	-4.4	1067	5%	-0.65	-0.33	-0.19	1.3
COC(=O)c1ccc(CSc2ccc3nnc(-c4ccc(F)cc4)n3n2)o1	1.9	1.8	6.2	-6	18	i	55	i	i	2	6%	-1.5	1079	0%	-0.43	0.073	-0.42	0.32
Cc1cc(N/N=C/c2c(O)ccc3ccccc23)nc(-c2ccccc2O)n1	7.3	1.9	9.2	1	-4	i	5	i	i	0	-4%	4.3	1138	14%	-0.078	-0.21	0.053	0.92
CC(=O)OCC1CCCC2=C(C)C(=O)CCC21COC(C)=O (stereo unspecified)	2.5	2.4	5.9	-4	-18	i	4	i	i	-4	-12%	1.8	509	-2%	-0.16	-0.29	-0.46	0.79
CCCOc1ccc(C(CC(=O)O)NC(=O)c2sc3ccccc3c2Cl)cc1 (stereo unspecified)	3.7	2.5	8.0	-6	3	i	43	i	i	-7	2%	-0.3	1018	1%	-0.067	-0.27	0.093	0.025
O=C(CC1SC2=NCCN2C1=O)Nc1ccc(Br)cc1 (stereo unspecified)	3.4	1.8	4.8	1	8	i	41	i	i	3	-2%	-1.3	1209	-1%	0.038	-0.25	-0.66	0.85
O=C(NC1CC1)C1CCN(C2CCN(C(=O)CC3=CCCCC3)CC2)CC1	0.9	1.0	3.7	-4	8	i	48	i	i	-1	18%	-0.8	1063	4%	-0.94	-0.28	-0.65	0.71
CON1C(=O)CN(C(C)=O)C1c1ccc(Cl)cc1Cl (stereo unspecified)	1.5	0.8	4.1	16	-2	.	.	i	i	-8	23%	-2.3	1251	1%	-0.25	0.064	0.53	0.53
O=c1[nH]c2cc3c(cc2cc1C(c1nnnn1C1CCCC1)N1CCSCC1)OCCO3 (stereo unspecified)	1.4	0.9	2.5	1	-4	i	7	.	i	12	6%	-3.1	1196	3%	-0.69	-0.19	-0.47	0.3
CC(C)(C)c1ccc(S(=O)(=O)Nc2ccc3c(c2)COC3=O)cc1	1.4	1.7	3.0	5	-7	i	46	i	i	10	0%	-0.3	849	4%	-0.92	-0.17	-0.41	0.74
CCOC(=O)C1CCCN(c2nc3c(C)cccn3c(=O)c2/C=C(\C#N)C(=O)NCc2ccco2)C1 (stereo unspecified)	.	.	.	.	.	i	33	i	.	.	12%	0.1	1339	4%	-0.27	0.58	-0.044	-0.97
Cc1ncc(CO)c(/C=N/NC(=S)Nc2ccc(C(C)C)cc2)c1O	.	.	.	.	.	i	48	i	.	.	2%	1.4	1277	9%	0.52	0.36	1.2	-1.3
CCOC(=O)c1c(C)nc2c(c1-c1ccc(OC)c(OC)c1)C(=O)c1ccccc1-2	3.9	2.0	8.3	-9	-63	i	12	i	i	22	2%	-3.2	921	-2%	0.17	-0.14	-0.33	0.17
COc1ccc(C(=O)NC(=S)Nc2ccc3oc(=O)ccc3c2)cc1OC	2.7	2.7	1.9	1	-11	i	4	i	i	1	6%	-0.2	985	-5%	-0.77	-0.32	-0.59	0.81
Cn1c(-c2ccccc2)c[n+]2c1CCCCC2	3.7	1.8	2.3	-23	-12	i	44	i	i	4	-5%	0.4	1056	0%	-0.56	-0.3	-0.14	0.55
CCCCN(C)C(=O)c1nc2ccccn2c1CN1CCN(c2cnccn2)CC1	3.5	1.9	6.9	-1	5	i	29	i	i	-10	1%	-1.3	972	5%	-1.2	-0.28	-0.49	1
C#CCN1C(=O)C(O)(CC(=O)c2cccc(OC)c2)c2ccccc21 (stereo unspecified)	1.9	2.6	13	-4	-15	i	30	i	i	0	16%	-1.2	1043	12%	-0.51	0.012	0.44	0.023
CC(C)CC1c2[nH]c3ccccc3c2CCN1C(=O)C1CCOCC1 (stereo unspecified)	4.3	2.1	7.3	0	13	i	52	i	i	7	-8%	-0.3	1110	-4%	-0.13	-0.29	0.03	0.43
Cc1cccc(OCC(=O)NC2CCCc3ccccc32)c1C (stereo unspecified)	1.5	1.5	9.0	27	12	i	61	i	i	1	4%	-3.8	604	-1%	-0.82	-0.23	-0.16	0.26
COc1cc(C=Nc2cccc([N+](=O)[O-])c2C)ccc1OC(C)=O	2.8	1.8	6.1	-4	-4	i	39	i	i	-5	35%	.	.	4%	-0.37	-0.32	-0.41	0.89
O=c1ccn(-c2cccc(C(F)(F)F)c2)nc1-c1ccn(-c2ccccc2)n1	1.4	1.9	8.1	-7	1	i	28	i	i	7	11%	-4.7	1125	1%	0.089	-0.24	-0.47	0.75
COc1cccc(OCc2nnc(SCc3cc(=O)[nH]c4ccccc34)o2)c1	.	.	.	-15	-31	i	59	i	i	12	7%	-0.6	1076	17%	-0.091	-0.32	0.25	0.41
CCn1c(C)cs/c1=N\C(=S)Nc1ccccc1C	2.6	1.7	4.7	62*	60*	i	43	i	i	-3	3%	.	.	2%	0.37	-0.19	0.28	-0.2
Cc1cc([N+](=O)[O-])ccc1NC(=O)c1cncc(Br)c1	1.6	1.5	1.6	-13	-15	i	72	i	i	-4	-8%	-1.8	996	1%	-0.6	-0.26	-0.17	0.76
O=C(CCCN1C(=O)/C(=C\c2cccs2)SC1=S)Nc1cccc(C(=O)O)c1	5.4	2.3	0.8	-5	-9	i	37	i	i	23	19%	.	.	16%	0.18	-0.2	0.21	-0.79
CCn1c(Cc2ccccc2)nnc1SCc1nc2ccccc2c(=O)[nH]1	2.7	1.9	2.8	21	29	i	18	i	i	-11	-3%	-1.6	1122	6%	-0.8	-0.083	-0.53	0.89
CC(=O)Nc1cccc(/C(C)=N/NC(=O)c2ccc(Cl)cc2Cl)c1	2.2	1.8	8.6	-20	-5	i	21	i	i	-6	14%	0.0	1561	-6%	0.38	-0.27	0.13	-0.67
COc1cc(CCCN2C(=S)NC[C@@H]2CC2CCCCC2)cc(OC)c1OC	.	.	.	.	.	i	6	i	.	.	-1%	1.1	1304	0%	-0.39	-0.7	-0.095	-0.32

A second format for part of the listing above:
SMILES,MT stabilize HCS,MT stabilize HCS Hoechst-high %,MT stabilize HCS cytotoxicity %,WT yeast gro inh,WT yeast gro inh mutant strain,T cell HTS,T cell HTS vesicle-bound %,Yfh1-depleted yeast,Autophagy HCS,Autophagy HCS cell loss 18 h,M17LAP inhibition,b-catenin transl,b-catenin transl cell count 5 µM,P. falciparum M1AAP,Dynein transport,Dynein transport cytoplasmic EGFP,Dynein transport nuclear GR-EGFP,Dynein transport cell count
CCn1c(Cc2ccccc2)nnc1SCc1nc2ccccc2c(=O)[nH]1,2.7,1.9,2.8,21,29,i,18,i,i,-11,-3%,-1.6,1122,6%,-0.8,-0.083,-0.53,0.89
COc1cc(CCCN2C(=S)NC[C@@H]2CC2CCCCC2)cc(OC)c1OC,.,.,.,.,.,i,6,i,.,.,-1%,1.1,1304,0%,-0.39,-0.7,-0.095,-0.32
O=C(CCCN1C(=O)/C(=C\c2cccs2)SC1=S)Nc1cccc(C(=O)O)c1,5.4,2.3,0.8,-5,-9,i,37,i,i,23,19%,.,.,16%,0.18,-0.2,0.21,-0.79
